Compound activity deposited in PubChem by several laboratories.
CHT allo act: CHT positive allosteric modulators, primary screen, cell-based, membrane potential dye, choline EC20 | High affinity choline transporter 1 (Homo sapiens), Q9GZV3 | CHT-expressing cells; hits give high values; LV-AA mutant CHT in HEK293 cells | B-score at 10 µM | 0.49% of 310,000 active | AID 488977, 2010;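 active = initial fluorescence not abnormally high and integrated response B-score, plate-corrected, over 3 SD above library mean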
Target sequence (Q9GZV3 whole entry, looked up): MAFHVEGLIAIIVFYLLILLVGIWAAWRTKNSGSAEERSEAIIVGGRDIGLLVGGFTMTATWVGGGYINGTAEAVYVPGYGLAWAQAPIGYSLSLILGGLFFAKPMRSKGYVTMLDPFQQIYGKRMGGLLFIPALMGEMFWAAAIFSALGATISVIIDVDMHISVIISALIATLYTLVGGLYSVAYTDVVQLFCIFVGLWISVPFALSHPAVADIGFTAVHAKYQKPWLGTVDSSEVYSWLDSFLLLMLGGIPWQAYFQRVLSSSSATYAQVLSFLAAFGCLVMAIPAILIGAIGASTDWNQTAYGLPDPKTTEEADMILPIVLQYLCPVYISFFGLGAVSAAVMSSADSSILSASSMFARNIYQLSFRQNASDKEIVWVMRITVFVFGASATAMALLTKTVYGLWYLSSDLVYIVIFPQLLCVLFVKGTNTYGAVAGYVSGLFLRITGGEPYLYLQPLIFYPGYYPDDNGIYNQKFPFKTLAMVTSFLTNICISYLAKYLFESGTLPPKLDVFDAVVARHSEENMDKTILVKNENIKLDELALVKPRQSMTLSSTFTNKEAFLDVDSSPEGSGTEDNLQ
OX1R antagonist: OX1R (HCRTR1) antagonists, primary screen, fluorescence, CHO/OX1R cells, Fluo-8 calcium, orexin A. AID 434989, 2010. inhibition, % at 5 µM. Fluo-8 calcium fluorescence. Orexin/Hypocretin receptor type 1 (Homo sapiens), O43613. 0.43% of 330,000 active;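 active = inhibition above its plate's threshold, mean inhibition of all tested compounds on the plate plus 3 SD, cut at about 37% in these data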;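 note: 0% = orexin A challenge wells and 100% = SB-334867-A antagonist wells; not every result past the cut was called active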
Target sequence (O43613 whole entry, looked up): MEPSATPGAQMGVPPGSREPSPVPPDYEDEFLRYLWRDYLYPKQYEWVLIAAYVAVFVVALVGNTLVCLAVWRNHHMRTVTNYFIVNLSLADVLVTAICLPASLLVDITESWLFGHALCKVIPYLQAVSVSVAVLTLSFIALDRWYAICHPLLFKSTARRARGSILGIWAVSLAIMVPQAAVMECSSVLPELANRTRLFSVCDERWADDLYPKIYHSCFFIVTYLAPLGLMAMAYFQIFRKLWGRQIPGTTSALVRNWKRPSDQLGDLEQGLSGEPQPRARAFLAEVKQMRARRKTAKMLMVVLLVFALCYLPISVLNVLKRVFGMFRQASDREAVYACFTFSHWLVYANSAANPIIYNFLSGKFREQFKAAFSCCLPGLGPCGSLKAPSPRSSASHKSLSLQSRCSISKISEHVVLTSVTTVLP
Numbers without * were called inactive; i = inactive; x = not tested or not shown; & = joins results of further samples. This is a subset. The share of hits here may be higher or lower than overall.

SMILES | CHT allo act | OX1R antagonist
C=CC1CN2CCC1CC2[C@@H](OC(=O)c1ccc(OC)cc1)c1ccnc2ccccc12 (stereo not given in full) | i | -11.2
COc1cc2c3cc1Oc1cc(ccc1O)C[C@@H]1c4c(cc(OC)c(O)c4Oc4cccc(c4)C[C@@H]3N(C)CC2)CC[N+]1(C)C | i | 0.5
Cc1c(NP(=O)(C(C)(C)C)C(C)(C)C)c(=O)n(-c2ccccc2)n1C | i | -20.6
CC1CCC(C(C)C)C(OC(=O)COC(=O)c2ccccc2N)C1 (stereo not given) | i | -25.4
C[C@@H]1C2C[C@@]34COC(=O)C3=CC=C[C@H]4[C@@]13C[C@H](c1ccoc1)O[C@@H]3O2 | i | -12.8
C[C@]12CC[C@H](O)C[C@@H]1CC[C@@H]1[C@@H]2CC[C@]2(C)C(=O)CC[C@@H]12 | i | -33.4
COc1ccc2c(c1OC)C(=O)O[C@H]2[C@@H]1c2cc3c(cc2CCN1C)OCO3 | i | -14.4
COc1ccc(N2C(=O)CC(N3CC=C(c4ccccc4)CC3)C2=O)cc1 (stereo not given) | i | -6.7
CCN1CCN(c2nc3c(c(=O)[nH]2)CCCC3)CC1 | i | -51.8
CCC(=O)OC1(c2cccc(C)c2)CC(C)N(C)CC1C (stereo not given) | i | -21.9
N/C(=N\[N+](=O)[O-])N1CCN(C(=O)c2ccccc2)CC1 | i | -13.5
Cc1cc(OC(C)C(=O)NCC2CCC(C(=O)O)CC2)c2c3c(c(=O)oc2c1)CCC3 (stereo not given) | i | -10.6
COc1ccc(/C=C2\C(=O)NC(=S)N(C)C2=O)cc1C | i | -1.2
Cc1ccccc1NC1=NCC(C)S1 (stereo not given) | i | 1.4
COc1cc(C=C2C(=O)NC(=O)NC2=O)ccc1OS(=O)(=O)c1ccccc1[N+](=O)[O-] | i | 9.7
CC(C)c1ccccc1OCC(=O)N1CCCN(C)CC1 | i | -13.1
COc1ccc(C(C)=O)cc1Cc1c(O)[nH]c(=S)[nH]c1=O | i | -6.2
Cc1c(N=Cc2c(O)n(CCc3ccc(F)cc3)c(=O)[nH]c2=O)c(=O)n(-c2ccccc2)n1C | i | -15.9
CCc1c(C)nc(N)nc1N1N=C1SC | i | 1.4
Oc1ccc2c3c1OC1c4oc5ccccc5c4C[C@@]4(O)[C@@H](C2)N(CC2CC2)CC[C@]314 (stereo not given in full) | x | -8.6
C=C1N2CCC(CC2)C1(O)c1ccccc1C (stereo not given) | i | -12.3
Cc1ccc2c(c1)C1CN(C)CCC1N2C(=O)COc1ccc(S(=O)(=O)N2CCOCC2)cc1 (stereo not given) | i | 3.8
CN(C)CCn1cnc2ccccc21 | i | 1.4
c1ccc(NC2=NCCCS2)cc1 | i | x
CC12CN3CCN(CC(C3)C1O)C2 (stereo not given) | i | -5.2
Cc1ccccc1-n1c(CNc2ccccc2)nc2ccccc2c1=O | i | -11.4
CCOP(=O)(OCC)C(NC(=O)c1ccccc1)C(Cl)(Cl)Cl (stereo not given) | i | -11.5
O=c1c2ccccc2nc(Cc2cccc([N+](=O)[O-])c2)n1-c1ccc(O)cc1 | i | -12.7
CCCN(CCC)C1CCc2ccc(O)cc2C1 (stereo not given) | i | -8.0
Cc1cc(/C=C2\C(=O)NC(=O)N(c3ccc(F)cc3)C2=O)c(C)n1-c1ccc(C(=O)O)cc1 | i | -8.8
Cc1ccc(-n2c(O)c(/C=N/N3CCCCCC3)c(=O)[nH]c2=O)cc1C | i | -12.0
O=c1[nH]c(=S)n(-c2ccccc2F)c(O)c1C=Nc1ccc(N2CCOCC2)cc1 | i | -4.3
COc1ccc2c(CCN)c[nH]c2c1 | i | -14.2
CCn1c(=O)cc(OCC(=O)N2CCN(Cc3ccc4c(c3)OCO4)CC2)c2ccccc21 | i | -20.4
O/N=C1\CCC2CN(C3CCCCC3)CC2C1 (stereo not given) | i | -11.2
O=c1[nH]c(=O)n(-c2ccccc2)c(O)c1/C=C/C=Nc1ccccc1 | i | 5.6
CN(C)C=C1C(=O)N(C2CCCCC2)C(=O)N(C2CCCCC2)C1=O | i | -15.5
COC(=O)Cn1cc(C=C2C(=O)NC(=O)NC2=O)c2ccccc21 | i | 2.9
CCOP(=O)(OCC)C(NC(=O)c1ccccc1C)C(Cl)(Cl)Cl (stereo not given) | i | -7.3
CN1C(=O)C(Cc2cccc3ccccc23)C(=O)N(C)C1=O | i | -8.6
CCCCCSc1cc(OC)c(CCN(C)C)cc1OC | i | -9.9
CCc1ccc(NC2=NCCCS2)cc1 | i | -8.8
CC(C)OC(=O)C1C2c3ccccc3C(c3ccccc32)C1C(=O)O (stereo not given) | i | -24.9
O=C(O)c1cccc2c1NC(C(=O)O)C1CC(Sc3ccccc3[N+](=O)[O-])C(Cl)C21 (stereo not given) | i | -9.9
OCC[N+]12CCC(CC1)C(C(O)(c1ccccc1)c1ccccc1)C2 (stereo not given) | i | 2.8
CC(=O)O[C@@]12CO[C@@H]1C[C@H](OC1OCC(O)C(O)C1O)[C@@]1(C)C(=O)[C@H](O)C3=C(C)[C@@H](OC(=O)[C@H](O)[C@@H](NC(=O)c4ccccc4)c4ccccc4)C[C@@](O)([C@@H](OC(=O)c4ccccc4)C12)C3(C)C (stereo not given in full) | i | -5.7
c1ccc(CNC2=NCCS2)cc1 | i | -6.2
Nc1ncnc2c1ccn2[C@@H]1O[C@H](CO)[C@@H](O)[C@H]1O | i | 2.6
O=S(=O)(c1ccc(F)cc1)N1CCCCC1c1cccnc1 (stereo not given) | i | -12.6
CCC/C(=N\O)c1c[nH]c2ccccc12 | i | -9.7
CC(C)N1OC2CC1c1nc3ccccc3n1C2 (stereo not given) | i | -15.1
O=C(Cc1ccccc1)NC(Cc1ccc(Cl)cc1)C(=O)O (stereo not given) | i | -11.6
Cc1c(C=O)c2ccccc2n1Cc1ccc(F)cc1 | i | -19.3
CC(C)OP(=O)(OC(C)C)C(O)c1ccc(Br)cc1 (stereo not given) | i | 14.1
CNC(=O)Oc1ccc(N(C)C)cc1C(C)C | i | -19.7
C=CCN1CC[C@]23c4c5ccc(O)c4OC2C(=O)CC[C@@]3(O)C1C5 (stereo not given in full) | i | 1.1
Cc1cc(O)c2c(c1)C(=O)C13C(=C2O)C(=O)[C@H]2[C@@H](O)[C@@H]1[C@H]1[C@H](O)[C@@H]3C(=O)C3=C(O)c4c(O)cc(C)cc4C(=O)C312 (stereo not given in full) | i | 2.0
CN1CC(C(=O)c2ccccc2)C(c2ccccc2)C1 (stereo not given) | i | -32.7
CC(=O)Cc1c[nH]c2ccccc12 | i | -12.2
CCc1nnc(NS(=O)(=O)c2ccc(N=Cc3c(O)n(-c4ccccc4)c(=O)[nH]c3=O)cc2)s1 | i | -8.9

Profiles, quoted from the list.
CC(C)OP(=O)(OC(C)C)C(O)c1ccc(Br)cc1 (stereo not given) as listed: CHT allo act: i; OX1R antagonist: 14.1
Nc1ncnc2c1ccn2[C@@H]1O[C@H](CO)[C@@H](O)[C@H]1O as listed: CHT allo act: i; OX1R antagonist: 2.6

The results go on:
SMILES | CHT allo act | OX1R antagonist
C=CCOC(=O)c1ccccc1N | x | -3.5
O=c1[nH]c(=O)n(C2CCCCC2)c(O)c1/C=N/N1CCCCC1c1cccnc1 (stereo not given) | i | -43.8
COc1ccc(Cl)cc1NC1=NCC(C)S1 (stereo not given) | i | -13.6
O=C1NC(=O)N(c2ccccc2)C(=O)/C1=C/C=C/c1ccco1 | i | -16.7
Cn1cc(C(=O)OCC(=O)N2CCCCC2)c2ccccc21 | x | 1.5
COc1ccc(OCC#CCN2CCC(C)CC2)cc1 | i | -7.8
O=C(Nc1cccc(OC(=O)N2CCCCC2)c1)N1CCCCC1 | i | -26.8
O=c1c2ccccc2nc(-c2cccs2)n1-c1ccccc1 | i | 1.7
CN1CCN(c2ccc(C=O)cc2)CC1 | i | -9.9
CCc1ccc2c(CN3CC=C(c4ccccc4)CC3)cc(=O)oc2c1 | i | -24.3
CN1CCN(Cc2ccc(OC(F)(F)F)cc2)CC1 | i | -69.8
c1ccc2nc(OCCN3CC3)ccc2c1 | i | -9.9
Cc1ccc(C(C)C)c(OCC(=O)N2CCN(Cc3nc4cc([N+](=O)[O-])ccc4n3C)CC2)c1 | i | -32.7
CCN(CC)c1ccc(/C=C2\C(=O)NC(=O)N(Cc3ccco3)C2=O)cc1 | i | 0.9
CCOP(=O)(OCC)C(O)c1ccc(N(C)C)cc1 (stereo not given) | i | -9.9
CCNC(=O)C1OC(n2cnc3c(N)ncnc32)C(O)C1O (stereo not given) | i | 1.4
COc1ccc2[nH]c(C)c(CCNCc3cn(C)c4ccccc34)c2c1 | x | 28.3
CCOP(=S)(OCC)N1CCOCCOCCN(P(=S)(OCC)OCC)CCOCCOCC1 | i | -21.6
O=C1CN=C(c2ccccc2)c2cc(Br)ccc2N1 | i | -12.1
C[C@]12CCC3C(CC[C@H]4C[C@H](O)CC[C@]34C)C1[C@@H](O)C[C@@H]2O (stereo not given in full) | x | 17.4
O=C(CCCc1ccccc1)NCCc1cnc[nH]1 | i | -2.9
CCOC(=O)c1[nH]c2ccc(OC)cc2c1C(SCC(=O)O)c1ccc(C(F)(F)F)cc1 (stereo not given) | i | 17.0
Cc1cccc(C)c1OP(N)(=O)OCC(F)(F)F (stereo not given) | i | -7.5
CN1CCC2(CC1)NC(=O)C1=C(CN(C)CC1)N2 | i | -9.8
CCCCn1c(O)c(C(CC)=NCc2ccc(F)cc2)c(=O)[nH]c1=O | i | -16.3
COC(=O)C1=C(c2ccc(OC(F)(F)F)cc2)C[C@@H]2CC[C@H]1N2C(=O)NCCOc1ccc(OC)cc1 | x | -9.4
Clc1cc(Cl)cc(NC2=NCCS2)c1 | i | -15.9
Cc1ccccc1-n1c(C)nc2sccc2c1=O | i | -7.5
CCOC(=O)c1cncn1[C@H](C)c1ccccc1 | i | -4.0
O=C1NC(=O)C2(Cc3ccccc3N3CCCC32)C(=O)N1c1ccc(Cl)cc1 (stereo not given) | i | -5.4
O=C(CCCCCn1c(=S)[nH]c2ccccc2c1=O)N1CCC2(CC1)OCCO2 | i | -25.5
C=CC1CN2CCC1CC2C(OC(C)=O)c1ccnc2ccc(OC)cc12 (stereo not given) | i | -24.4
CC12CC[C@H]3[C@@H](CCC4(O)C[C@H](O)CCC34/C=N/NC(=O)c3ccc(O)cc3)C1(O)CCC2C1=CC(=O)OC1 (stereo not given in full) | i | -1.4
O=[N+]([O-])/C=C1\NCCN1Cc1ccc(Cl)nc1 | i | -4.5&6.2
COc1ccc(N2C(=O)NC(=O)/C(=C\c3cn(C)c4ccccc34)C2=O)cc1 | i | -9.0
COc1cc2c(c(OC)c1OC)-c1ccc(O)c(=O)cc1[C@@H](NC(C)=O)CC2 | x | -14.8
O=C(Oc1ccc([N+](=O)[O-])cc1)N1CCC(N2CCCCC2)CC1 | i | -6.7
N#Cc1ccc(N2CCNCC2)c(F)c1 | i | -17.3
COc1cc(OC)c(OC)cc1/C=C1/C(=O)NC(=O)N(Cc2ccccc2)C1=O | i | -16.7
Cc1ccc(CS(=O)(=O)Cc2ccc(C(=O)N3CCC4(CC3)OCCO4)o2)cc1 | i | -13.8

4 neighbouring records from above, quoted:
SMILES | CHT allo act | OX1R antagonist
O=C(CCCc1ccccc1)NCCc1cnc[nH]1 | i | -2.9
CCOC(=O)c1[nH]c2ccc(OC)cc2c1C(SCC(=O)O)c1ccc(C(F)(F)F)cc1 (stereo not given) | i | 17.0
Cc1cccc(C)c1OP(N)(=O)OCC(F)(F)F (stereo not given) | i | -7.5
CN1CCC2(CC1)NC(=O)C1=C(CN(C)CC1)N2 | i | -9.8

An excerpt of these results, with two lines to a compound:
Value order: CHT allo act, OX1R antagonist
COC(=O)C1=C(c2ccc(OC(F)(F)F)cc2)C[C@@H]2CC[C@H]1N2C(=O)NCCOc1ccc(OC)cc1
→ x, -9.4
Clc1cc(Cl)cc(NC2=NCCS2)c1
→ i, -15.9
Cc1ccccc1-n1c(C)nc2sccc2c1=O
→ i, -7.5

The listing continues:
SMILES | CHT allo act | OX1R antagonist
O=C1CN=C(c2ccccc2)c2ccccc2N1Cc1ccc(C(F)(F)F)cc1 | i | -23.8
Cc1ccc(Cn2nnnc2CN2CCC(n3nnc4cc(C(F)(F)F)ccc43)CC2)cc1 | i | -26.4
CC1CCN(CCc2nc3ccccc3[nH]2)CC1 | i | -11.8
N#CC1(c2ccccc2)CCN(C2CC(=O)N(c3cccc(F)c3)C2=O)CC1 (stereo not given) | i | -13.1
c1ccc2[nH]c(CCNC3CCCCC3)nc2c1 | i | -26.8
CCOc1ccc2nc(N=Nc3c(O)[nH]c(=O)[nH]c3=O)sc2c1 | i | -4.2
Cc1oc(-c2ccc(Cl)cc2)nc1CS(=O)CC(=O)N1CCC2(CC1)OCCO2 (stereo not given) | i | -24.7
O=C1NC2NC(=O)N([N+](=O)[O-])C2N1 (stereo not given) | i | -4.9
CCc1cc(=O)oc2cc(C)cc(OCC(=O)N3CCC(C(=O)O)(c4ccccc4)CC3)c12 | i | 7.1
CNC(=O)O/N=C(\C)Cc1nnn(-c2cc(C)on2)n1 | i | 0.8
CN1CC(C(=O)c2ccc(Cl)cc2)C(c2ccccc2)C1 (stereo not given) | i | -25.2
C#CC[N+]1(C)C2CCC1CC(O)C2 (stereo not given) | i | 0.0
CC1CCC(C(C)C)C(OP(N)(=O)c2ccccc2)C1 (stereo not given) | i | -27.3
C=CCn1c(O)c(C(C)=NCc2ccc3c(c2)OCO3)c(=O)[nH]c1=O | i | -5.8
COC(=O)C1=C(c2ccc(F)cc2OCc2ccccc2)C[C@@H]2CC[C@H]1N2C(=O)NCc1ccccc1 | x | 17.3
O=C1C2CCN(CC2)C12CC2c1ccc(C(F)(F)F)cc1 (stereo not given) | i | 0.3
